Kir21 inh = inhibitors of mouse Kir2.1 inward-rectifier potassium channel; Inward rectifier potassium channel 2 (Mus musculus), P35561; HEK293-Kir2.1, FluxOR thallium flux fluorescence; hits give low values; B-score at 10 µM; 310,000 tested, 0.85% active; AID 1672, 2009;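 active = fluorescence ratio B-score at or below minus 3 SD of library scores, with starting-brightness B-score within 2 SD, cut at about -4.2 in these data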;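 also: channel flux triggered by added potassium and thallium sulfate stimulus; B-score of peak minus minimum fluorescence over baseline after thallium stimulus; more negative B-score means stronger Kir2.1 block with less thallium influx; some compounds called inactive have numbers as strong as hits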
Target sequence (P35561 whole entry, looked up): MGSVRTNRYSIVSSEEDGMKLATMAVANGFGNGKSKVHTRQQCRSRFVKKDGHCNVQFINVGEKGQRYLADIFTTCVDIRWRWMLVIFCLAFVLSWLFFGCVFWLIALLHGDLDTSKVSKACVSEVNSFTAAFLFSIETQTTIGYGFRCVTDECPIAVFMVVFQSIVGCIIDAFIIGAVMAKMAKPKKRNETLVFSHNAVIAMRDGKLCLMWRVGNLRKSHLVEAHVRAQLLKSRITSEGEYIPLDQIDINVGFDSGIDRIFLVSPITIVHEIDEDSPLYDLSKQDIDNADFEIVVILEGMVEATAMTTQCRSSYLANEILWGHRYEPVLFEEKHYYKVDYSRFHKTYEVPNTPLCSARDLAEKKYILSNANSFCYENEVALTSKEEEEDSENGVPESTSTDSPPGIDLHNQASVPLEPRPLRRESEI
STK33 inh = inhibitors of purified STK33 kinase, primary screen, biochemical, ADP-Glo luminescence, homogeneous, cell-free; Serine/threonine-protein kinase 33 (Homo sapiens), Q9BYT3; MBP phosphorylation; inhibition, % at 10 µM; 320,000 tested, 0.073% active;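 active = inhibition at or above 25%, using the most active replicate where run in duplicate; inactive = inhibition below 25%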
Target sequence (Q9BYT3 whole entry, looked up): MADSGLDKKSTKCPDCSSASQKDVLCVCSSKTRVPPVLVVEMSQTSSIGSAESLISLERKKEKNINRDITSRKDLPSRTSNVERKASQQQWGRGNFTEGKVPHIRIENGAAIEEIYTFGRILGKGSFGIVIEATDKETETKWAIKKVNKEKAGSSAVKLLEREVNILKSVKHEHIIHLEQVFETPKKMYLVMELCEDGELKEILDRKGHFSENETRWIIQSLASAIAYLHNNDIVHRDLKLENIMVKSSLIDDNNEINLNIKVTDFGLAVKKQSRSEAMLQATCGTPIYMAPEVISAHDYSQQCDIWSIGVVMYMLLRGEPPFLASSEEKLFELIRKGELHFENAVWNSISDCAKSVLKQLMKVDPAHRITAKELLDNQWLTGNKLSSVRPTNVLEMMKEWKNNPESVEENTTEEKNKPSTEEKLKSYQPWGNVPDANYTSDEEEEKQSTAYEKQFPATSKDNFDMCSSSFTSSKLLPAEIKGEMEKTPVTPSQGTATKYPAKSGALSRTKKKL
* = called active by the depositor; . = not tested or not shown.

SMILES	Kir21 inh	STK33 inh
C=CCn1cc(C(=O)NCc2ccc(Cl)cc2)c(=O)c2cc(S(=O)(=O)N(CC)CC)ccc21	2.1	.
Cc1ccc(N2CCN(c3ccc(C)cc3)C(CC(=O)O)C2=O)cc1 (stereo not drawn)	0.07	-0.9
CCCn1c(CC)nc([N+](=O)[O-])c1Sc1ccc(C)cc1	0.2	-3.8
CC1=C(C(=O)c2ccccc2)C(c2ccc(N3CCOCC3)cc2)NC(=O)N1 (stereo not drawn)	1.3	0.0
O=C(CN1C(=O)/C(=C\C=C\c2ccccc2)SC1=S)Nc1ccc(F)cc1	0.05	0.0
O=c1nc2ccccc2c(NS(=O)(=O)c2ccccc2)n1-c1ccccc1	-0.52	1.1
Cc1cccc(Oc2ncnc3onc(C)c23)c1C	-1.5	-0.4
Cc1ccc2nc(SCC(=O)Nc3cccnc3Cl)[nH]c2c1	.	-1.9
CCc1ccc(NC(=O)Cn2cnc3c(=O)n(C)c(=O)n(C)c32)cc1	-0.18	-1.4
COc1ccc(NC(=O)Nc2ncccc2C)cc1	1.7	0.1
CS(=O)(=O)c1cccc(C(=O)OCC(=O)NCc2cccs2)c1	.	-0.4
O=C1CCCN1CCCNCC(=O)N1c2ccccc2Sc2ccccc21	-1.1	-0.2
Cc1ccc(C)c(NC(=O)C2CC(O)CN2C(=O)Oc2ccccc2)c1 (stereo not drawn)	0.94	-1.4
Cc1c(C)n(C)c2ccc(C(=O)NCCCN3CCOCC3)cc12	0.22	0.9
COc1ccc(NC(=S)N2N=CCC2c2ccccc2)cc1 (stereo not drawn)	0.14	0.5
Nc1ccc(C(=O)c2ccc3c(c2)OCCO3)cc1N	-0.03	-1.5
CCOc1ccc(N(CC(=O)Nc2ccccc2C)S(=O)(=O)c2c(C)[nH]c(=O)[nH]c2=O)cc1	-0.76	0.1
CC(C(=O)c1ccc(Br)cc1)[n+]1cccc2ccccc21 (stereo not drawn)	0.61	-1.8
CC(=O)c1ccc(C(=O)N2CCCC(CO)(Cc3ccccc3C)C2)s1 (stereo not drawn)	-0.24	.
Cc1cc(NC(=O)CSc2nnc(CNc3cccc(C(F)(F)F)c3)n2Cc2ccco2)no1	0.76	-2.9
CCOC(=O)c1[nH]c2ccc(OC)cc2c1NC(C)=O	-0.08	0.3
CN1C(=O)c2cccc(N(C)C)c2C1=O	-0.24	-1.1
COc1cc(CN2CCN(CCOCCO)CC2)cc(OC)c1OC	-1.2	-0.9
CCCc1c(C(=O)N/N=C(/C)c2ccncc2)nnn1-c1nonc1N	-2	-0.7
O=C1CC(c2cccc(Cl)c2)c2cc3c(cc2N1)CCC3 (stereo not drawn)	-1.8	0.0
Carrying on:
SMILES	Kir21 inh	STK33 inh
O=C(O)c1ccccc1C1=Nc2ccc(O)cc2Oc2cc(O)ccc21	-1.7	-0.1
CC(C)c1ccc(/C=C/C(=O)NCCCc2ccccc2)cc1	-1.1	-2.0
c1ccc(COc2ccc(-c3sc(Nc4ccccc4)n[n+]3-c3ccccc3)cc2)cc1	1.2	-1.1
N#C/C(=C/c1ccc2c(c1)OCO2)C(=O)NCCc1c[nH]c2ccccc12	1.1	0.3
CC1CCN(S(=O)(=O)c2ccc(C(=O)OCc3ccc4c(c3)OCO4)cc2)CC1	-0.14	-2.2
COc1cc(NS(=O)(=O)c2ccc(NC(=O)COc3ccc(C)cc3)cc2)nc(OC)n1	-0.24	-0.9
CCN(CCS(=O)(=O)c1ccc(Cl)cc1)C(=O)Nc1ccc(Cl)cc1	-3.1	0.4
NC(=O)CC(NC(=O)Cc1ccc(Br)cc1)c1ccc(NCc2ccc(F)c(F)c2)c([N+](=O)[O-])c1 (stereo not drawn)	-0.43	-0.7
CCN(CC)C(=O)CC(c1ccc(F)cc1)c1ccc(OC)cc1 (stereo not drawn)	-1.1	0.3
Cc1cc(-c2ccco2)n(CC(=O)NCc2ccccc2)n1	2	0.3
COc1cccc(CNC(=O)CCCc2nnc3n(C)c(=O)c4sccc4n23)c1	-1.8	-1.1
Cc1cccc(N2CCN(C(=S)Nc3ccc4nc(N5CCOCC5)cc(C)c4c3)CC2C)c1 (stereo not drawn)	-0.76	1.4
CC1CN(S(=O)(=O)c2cccs2)CC(C)O1 (stereo not drawn)	.	-1.2
Cc1nn(-c2ccccc2)cc1/C=N/NS(=O)(=O)c1ccccc1	0.34	-0.6
S=C(NC1CCCCC1)NN(c1ccccc1)c1ccccc1	0.01	-0.6
CCCCOc1ccc(C(=O)NC)cc1	-0.06	-0.5
Cc1ccc(C)c(CSc2nnc([C@@H](N)C(C)C)o2)c1	0.56	-0.7
O=C(OCC(=O)N1CCCC1=O)c1cc(S(=O)(=O)N2CCOCC2)ccc1Cl	0.4	-0.4
Cc1nn(-c2cc(C(F)(F)F)ccc2Cl)c2nc(C(Cl)(Cl)Cl)[nH]c(=O)c12	0.54	-0.2
CCOc1ccc(/C=N/NC(=O)C2CCCC2)c(OCC)c1	-0.54	-3.3
CC(C(=O)OCc1nnc(-c2ccccc2)o1)N1C(=O)c2ccccc2C1=O (stereo not drawn)	0	0.2
CCN(CC)C(=O)NC1CC2CCCC(C1)N2Cc1ccccc1 (stereo not drawn)	0.02	-0.8
COC(=O)c1ccc(NC(=O)CN2CCN(S(=O)(=O)c3ccc(Br)cc3)CC2)cc1	0.38	-2.5
c1ccc(Cn2nnc3c(NCC4CCCO4)nc(C4CC4)nc32)cc1 (stereo not drawn)	0.57	0.8
COC(=O)c1c(NC(=O)c2cccnc2)sc(C)c1C	0.4	-0.8
Next part
SMILES	Kir21 inh	STK33 inh
Cc1ccc(C(=O)NC(=S)Nc2ccccc2N2CCOCC2)cc1C	-0.25	-2.0
CC(=O)C(Cc1ccccc1)NC(=O)COC(=O)CCN1C(=O)C2CC=CCC2C1=O (stereo not drawn)	0.15	-1.7
COc1cc(C2CC(=O)c3cnc(NC(C)=O)nc3C2)cc(OC)c1OC (stereo not drawn)	1.2	-0.8
NC(=O)NC(=O)COC(=O)c1ccccc1OCc1ccc(F)cc1	2.6	-1.2
COCCn1c(COc2ccc(C)cc2)nc2ccccc21	0.71	-1.0
COC(=O)c1ccc[n+](CCc2c[nH]c3ccccc23)c1	1.3	-0.7
COCCN1C(=O)N[C@@H](CCc2ccccc2)C(C(C)=O)=C1C	0.44	-0.2
O=C(C1=C[C@@H](c2coc3ccccc3c2=O)C[C@@H](OCc2ccc(CO)cc2)O1)N1CCN(Cc2ccc3c(c2)OCO3)CC1	1.3	0.6
O=C(c1cccnc1Nc1ccccc1F)N1CCOCC1	-0.25	0.4
COc1ccccc1NC(=O)Cn1cc(C(=O)C(=O)N2CCOCC2)c2ccccc21	-0.7	-0.6
COC(=O)c1cc(-c2ccccc2)on1	0.36	-0.5
Cc1[nH]c(=O)c(C#N)c2c1CSC(C)(C)C2	0.58	-2.0
CCOC(=O)N1CCN(C2=Nc3cccc4cccc2c34)CC1	-2.4	-0.3
Cc1csc(SCC(=O)Nc2nnc(C)s2)n1	0.22	-0.8
O=C(CSc1nnc(NC(=O)c2ccccc2[N+](=O)[O-])s1)NCc1ccco1	-0.62	-3.2
C[C@H](NC(=O)c1ccco1)C(=O)Nc1ccc(C#N)cc1	0.71	0.3
CC1=Nc2cc(C(=O)N3CCCCC3)ccc2Sc2ccc(C)cc21	-1.1	-1.6
COc1ccc(-c2[nH]ncc2/C=N\NC(=O)c2ccc(Br)o2)cc1OC	0.43	2.9
N#CC(C#N)=C1NC2(CCCC2)Cc2ccccc21	-0.24	0.7
CCC(C)(C)NC(=O)C(c1cccc(OC)c1OC)N(C(=O)CCC(=O)Nc1cc(C)on1)c1ccc2c(c1)OCCO2 (stereo not drawn)	0.46	1.1
COc1ccc(N(Cc2cc3cc(OC)ccc3[nH]c2=O)C(=O)c2cccnc2)cc1	.	-2.2
Cc1ccc(S(=O)(=O)CC(=O)Nc2ccc(S(=O)(=O)Nc3onc(C)c3C)cc2)cc1	-0.46	-1.2
COc1ccc(/C=C/C(=O)OC(C)CN2CCOCC2)cc1 (stereo not drawn)	0.16	-0.3
Cn1sccc1=O	.	-0.1
O=C(CN1CCCCC1)N/N=C/c1cccc(C(F)(F)F)c1	0	-2.2

Four of the compounds above, with each value named.
> COCCn1c(COc2ccc(C)cc2)nc2ccccc21
  Kir21 inh = 0.71
  STK33 inh = -1.0
> NC(=O)NC(=O)COC(=O)c1ccccc1OCc1ccc(F)cc1
  Kir21 inh = 2.6
  STK33 inh = -1.2
> Cc1csc(SCC(=O)Nc2nnc(C)s2)n1
  Kir21 inh = 0.22
  STK33 inh = -0.8
> CC1=Nc2cc(C(=O)N3CCCCC3)ccc2Sc2ccc(C)cc21
  Kir21 inh = -1.1
  STK33 inh = -1.6

Other results follow.
SMILES	Kir21 inh	STK33 inh
Cc1[nH]c2ccc(C(=O)NCCCN3CCCCCC3)cc2c1C	-1.4	-0.8
C=CCn1c(=O)c(C(C)=O)cn(N(C)c2ncc(C(F)(F)F)cc2Cl)c1=O	-0.64	-1.2
Cc1ccc(NC(=O)NCc2nc3ccccc3n2C)cc1	-0.06	0.4
CCC(=O)NC(c1cc(Cl)c2cccnc2c1O)C1CC1 (stereo not drawn)	.	-1.9
Nc1ccc2c(c1)C(=O)c1ccccc1-2	2.4	-1.7
COc1ccc(N(CC(=O)Nc2ccc(C)cn2)S(=O)(=O)c2c(C)nn(C)c2C)cc1	.	0.1
CCCSCCCNC(=O)Cn1nc(CC)n2c(cc3c(OC)cccc32)c1=O	-0.09	-1.9
CCC(/C=N/NC(=O)CCCCC(=O)N/N=C/C(CC)CC)CC	1.4	0.4
Cn1c(SCc2c(F)cccc2Cl)nnc1-c1cnccn1	-0.02	2.1
Cn1nc(C(=O)NC2CCCc3ccccc32)ccc1=O (stereo not drawn)	0.03	1.3
Brc1ccc(-c2nnc3n2C2(CCCC2)Cc2ccccc2-3)o1	0.28	2.1
Cc1cccc(NC(=O)CSc2nnc(-c3cc(C)n(-c4ccccc4)c3C)o2)c1C	-0.98	-1.0
CC(C)OC(=O)CSc1nc2cccnc2n1-c1ccc(F)cc1	2.7	-1.8
CCOC(=O)c1[nH]c(C)c(C(=O)N2CCc3c([nH]c4ccccc34)C2c2ccccn2)c1C (stereo not drawn)	1.5	1.2
Cc1ccc(S(=O)(=O)N2[C@@H](c3cccc(Cl)c3)C(C(=O)O)=CC[C@H]2c2ccc3c(c2)OCO3)cc1	.	-2.9
O=C(O)CCCC(=O)NNc1nc(-c2ccccc2)c2cc(Cl)ccc2n1	1	0.1
CC(C)N(Cc1ccccc1)C(=O)COC(=O)c1ccc2c(c1)OCCO2	0.28	-1.2
O=C(O)C(Cc1ccc(Cl)cc1)NS(=O)(=O)c1ccc(Cl)cc1 (stereo not drawn)	-0.54	1.9
O=C1c2ccccc2S(=O)(=O)c2cc(C(=O)N3CCC(C(=O)N4CCCCC4)CC3)ccc21	-0.04	-1.0
COc1cc(C(=O)N[C@H](C(=O)NC(C)C23CC4CC(CC(C4)C2)C3)C(C)C)cc(OC)c1OC (stereo partly drawn)	-0.27	-0.9
Cc1ccc(NC(=S)N/N=C/c2c(C)[nH]c3ccccc23)cc1	-0.22	-1.1
CCCS(=O)(=O)N1CCC(C(=O)NCCN(CC)c2ccccc2)CC1	0.49	-1.0
CC(=O)NS(=O)(=O)c1ccc(NC(=O)/C=C/c2ccccc2Cl)cc1	0.12	1.2
CCOc1ccc(-c2nnc(SCC(=O)Nc3ccc4c(c3)c3ccccc3n4CC)n2N)cc1	-0.14	0.4
S=C(NCc1ccc(Cl)cc1)Nc1ccccc1	0.39	-1.4

The list goes on, starting with the last six of the part before.
SMILES	Kir21 inh	STK33 inh
COc1cc(C(=O)N[C@H](C(=O)NC(C)C23CC4CC(CC(C4)C2)C3)C(C)C)cc(OC)c1OC (stereo partly drawn)	-0.27	-0.9
Cc1ccc(NC(=S)N/N=C/c2c(C)[nH]c3ccccc23)cc1	-0.22	-1.1
CCCS(=O)(=O)N1CCC(C(=O)NCCN(CC)c2ccccc2)CC1	0.49	-1.0
CC(=O)NS(=O)(=O)c1ccc(NC(=O)/C=C/c2ccccc2Cl)cc1	0.12	1.2
CCOc1ccc(-c2nnc(SCC(=O)Nc3ccc4c(c3)c3ccccc3n4CC)n2N)cc1	-0.14	0.4
S=C(NCc1ccc(Cl)cc1)Nc1ccccc1	0.39	-1.4
CCCOc1ccc(/C=N/Nc2ccc(C(=O)O)cc2)c(OCCC)c1	2.3	.
COc1cccc(NC(=O)COC(=O)c2ccc(C)c(S(=O)(=O)N3CCCCC3)c2)c1	.	0.2
N/C(=N\OC(=O)c1cccc2ccccc12)c1cccnc1	1.3	1.3
CN1CCN(S(=O)(=O)c2ccc(N3CCN(S(=O)(=O)/C=C/c4ccccc4)CC3)nc2)CC1	-1.2	1.4
O=C(CSc1nc(N2CCCCC2)nc(N2CCCCC2)n1)Nc1nccs1	0.18	-0.2
COc1ccccc1C(=O)NCC(=O)OCC(=O)Nc1nnc(-c2ccccc2)o1	.	-0.9
CCOc1ccc(CN(C)C(=O)CN2C(=O)NC3(CCCc4ccccc43)C2=O)cc1 (stereo not drawn)	.	-2.1
CCCCN1C(=O)C(=O)N(CC(=O)Nc2cc(OCC)c(N3CCOCC3)cc2OCC)C1=O	-0.26	6.9
O=C(CN1CCCCC1)Nc1nnc(-c2ccccc2)s1	0.45	-0.3
COc1ccc(N(CC(=O)NCCSC2CCCCC2)S(=O)(=O)c2ccccc2)cc1OC	-0.12	-1.6
O=C(Nc1ncccn1)C12CC3CC(CC(C3)C1)C2	1.6	4.6
Cc1oc2c(F)c(F)c(F)c(F)c2c1S(=O)(=O)Nc1cccc(C(F)(F)F)c1	-2.6	-0.3

Compound activity: PubChem, several laboratories
